Pf apPOL inh: Pf-apPOL inhibitors, biochemical, fluorescence; inhibition, % at 10 µM; Recombinant Pf-apPOL, molecular beacon fluorescence, 1.5 h; Plasmodium falciparum apicoplast DNA polymerase (apPOL); 210,000 tested, 0.25% active
mHTT-CaM PPI inh: mutant huntingtin-calmodulin interaction inhibitors – biochemical, AlphaScreen, primary screen | inhibition, % at 15 µM | AlphaScreen His-mHTT/GST-CaM binding, luminescence | 190,000 tested, 3.6% active;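 also: 0% = both proteins with DMSO and 100% = one protein alone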
Active calls of the source: *; / = no result given; & = joins results of further samples. Rule as the data show it: active = inhibition above about 50%; inactive = the rest. This is a subset; rates above refer to the full screens.

SMILES	mHTT-CaM PPI inh	Pf apPOL inh
CC(Sc1nc2ccccc2[nH]1)c1ccccc1 (configuration not stated)	-7	-6
O=C(Cc1ccc2c(c1)OCO2)Nc1nnc(-c2cc(Cl)ccc2Cl)o1	-5	-7
COc1ccc(NC(=O)C(C#N)=CN(C)C)c(OC)c1	/	-3
CC(=O)c1cccc(NC(=O)CN(C)S(=O)(=O)c2ccc(Br)s2)c1	-3	-2
CC(=O)C1=C(O)C(=O)N(Cc2ccccc2)C1c1ccc([N+](=O)[O-])cc1 (configuration not stated)	1	-7
Nc1nc(-c2cccs2)cs1	15	/
Cc1cccc2sc(N(Cc3ccccn3)C(=O)C3CCCN(S(C)(=O)=O)C3)nc12 (configuration not stated)	-13	-3
O=S(=O)(c1ccc2c(c1)-c1oncc1CO2)N1CCc2ccccc21	-3	-5
Cc1c(Br)cc(C(=O)N2CCOCC2)c(C)c1C	-3	9
Cc1ccc(N2C(=O)CC(N3CCN(c4ncccn4)CC3)C2=O)cc1Cl (configuration not stated)	3	-9
CCCCn1c(NC(C)=O)nc2ccccc21	8	-9
COc1cc(C=C2Oc3c(ccc(OC(C)=O)c3C)C2=O)cc(OC)c1OC	17	-2
CCSc1nnc(-c2nn(C)c3c2CN(C(=O)c2ccccc2Cl)CC3)n1C	-9	-3
CCOC(=O)C1CCN(CC(O)COc2ccccc2C(C)=O)CC1 (configuration not stated)	-8	-2
O=C(CC1Sc2ccc(C(F)(F)F)cc2NC1=O)Nc1ccccc1Cl (configuration not stated)	0	-6
O=C1/C(=C/c2ccc(F)cc2)CC/C1=C\c1ccc(F)cc1	27	-2
COCCN=C1Nc2ccccc2NC12CCCN(C(=O)c1ccc(C)nc1)C2 (configuration not stated)	2	-5
O=C(CCS(=O)(=O)Cc1ccccc1F)NCCc1ccccc1	-9	-13
O=C(Nc1ccc2oc(-c3ccccc3)nc2c1)c1cc([N+](=O)[O-])cc([N+](=O)[O-])c1	7	-6
CCOc1cc(C=O)cc(Br)c1OCc1cccc(C(=O)O)c1	4	-6

Full records, quoted from the list. Order of values: mHTT-CaM PPI inh | Pf apPOL inh
`O=C(CC1Sc2ccc(C(F)(F)F)cc2NC1=O)Nc1ccccc1Cl` (configuration not stated) across the screens: 0 | -6
`Cc1ccc(N2C(=O)CC(N3CCN(c4ncccn4)CC3)C2=O)cc1Cl` (configuration not stated) across the screens: 3 | -9
`CC(=O)C1=C(O)C(=O)N(Cc2ccccc2)C1c1ccc([N+](=O)[O-])cc1` (configuration not stated) across the screens: 1 | -7
`COCCN=C1Nc2ccccc2NC12CCCN(C(=O)c1ccc(C)nc1)C2` (configuration not stated) across the screens: 2 | -5
`O=C(Cc1ccc2c(c1)OCO2)Nc1nnc(-c2cc(Cl)ccc2Cl)o1` across the screens: -5 | -7

(listing goes on)
SMILES	mHTT-CaM PPI inh	Pf apPOL inh
CC(C)NC(=O)c1ccc(OCC2CCN(C(=O)c3ccc(Br)o3)CC2)cc1	14	-1
COc1ccc(S(=O)(=O)n2cccn2)cc1OC	2	-6
Cc1cccn2cc(C(=O)NCc3ccc(F)cc3F)nc12	-15	-1
O=C(O)c1nccnc1C(=O)Nc1cccc2c1CCCC2	/	-4
CCN1CCCn2nc(C3CCN(C(=O)Cc4ccccc4OC)CC3)cc2C1=O	-8	-7
O=C(Nc1ccc(S(=O)(=O)Nc2nccs2)cc1)c1cccc(C(F)(F)F)c1	0	-2
CCc1n[nH]c(CC)c1NC(=O)C(C)C	22	2
CCOc1ccc(C(=O)Nc2ccc(OC)cc2OC)cc1Cl	0	4
O=C(N(c1cccc(Cl)c1)C1C=CS(=O)(=O)C1)C12CC3CC(CC(C3)C1)C2 (configuration not stated)	21	-10
Cc1ccccc1-c1noc(-c2c(O)c3ccccc3[nH]c2=O)n1	-6	-6
O=C(CN1CCOCC1)Nc1ncccn1	4	-2
Cc1ccc(S(=O)(=O)N2CCC(C(=O)N3CCN(C)CC3)CC2)cc1	-3	0
c1ccc(-c2nc3nonc3c3nc4ccccc4n23)cc1	-4	-13
O=C(O)C1C2C=CC(O2)C1C(=O)Nc1nccs1 (configuration not stated)	-1	2
CN(C)C/C=C/CC(O)(c1ccccc1)c1ccccc1	3	-6
COc1ccccc1CN1C(=O)CCC1(C)C(=O)NC1CCCC(C)C1C (configuration not stated)	16	-12
O=C1CCC(c2ccccc2)N1C(=O)c1ccc(Cl)cc1 (configuration not stated)	-9	-4
Cc1c(Cl)c([N+](=O)[O-])nn1CC(=O)Nc1cc(C(F)(F)F)cnc1Cl	-1	-3
CCOC(=O)N1CCC2(CC1)N=C(c1ccccc1O)CC(c1ccc(SC)cc1)N2 (configuration not stated)	25	-1
O=C(Nc1ccc(Cl)cc1)c1ccc(N2C(=O)CCC2=O)cc1	0	-1
CCC(=O)N1CCc2sc(S(=O)(=O)NCc3ccc(C)cc3)cc2C1	10	-2
COc1ccc(C2CC(c3cccnc3)Nc3ncnn32)c(OC)c1 (configuration not stated)	-2	0
Cc1cc(-c2nc3ncccc3o2)ccc1NC(=O)c1ccc(F)cc1	0	-6
CCOc1ccc(NC(=O)CC2SC(=N)NC2=O)cc1 (configuration not stated)	-3	-2
O=C(Nc1ccccc1F)C1CCCN(C(=O)c2cccc(C(F)(F)F)c2)C1 (configuration not stated)	28	8
COC(=O)c1c(C)oc2cc(Br)c(OCC(=O)c3ccc(OC)cc3)cc12	-2	-4
CCOCN(C(=O)Cn1c(C(C)O)nc2ccccc21)c1c(C)cccc1CC (configuration not stated)	18	-5
CC(=NS(=O)(=O)c1ccc(C)cc1)N1CCOCC1	-3	4
COc1ccc(S(=O)(=O)N(CC(=O)N2CCOCC2)c2ccc(Cl)cc2)cc1	10	-11
Cn1nc(-c2nnc(-c3ccccc3F)o2)c2c1CCN(C(=O)c1cccc(F)c1)C2	11	-3
COC(=O)c1cc(OC)c(OC)cc1NC(=O)c1nccnc1C(=O)O	/	-1
NC(=S)COc1cc(Cl)cc(Cl)c1	/	-14
Cc1cc(C2CCCN2Cc2ccc(F)c(Br)c2)on1 (configuration not stated)	-14	-4
Clc1ccc(-n2nnc(C=CC=Cc3ccccc3)n2)cc1	/	3
O=C1N=C(N2CCCCC2)S/C1=C/c1ccc(Cl)cc1	-1	-4
O=C(Nc1cccc(C(F)(F)F)c1)C(=O)N1CCN(c2ccccc2F)CC1	-4	3
CSC(SC)=C(C#N)c1ccccc1	/	-2&3
COc1ccc(C2=NC3(CCCCC3)N(CC(=O)Nc3cccc(OC)c3)C2=O)cc1	6	-7
CCCc1cc(C2CCCN2C(=O)c2cc(C(F)(F)F)n(C)n2)no1 (configuration not stated)	6	1
COc1ccc(-c2ccc(C(C)=O)cc2)cc1[C@H]1[C@@H]2C=CCC[C@@]2(C)C(=O)N1Cc1ccccc1	12	-7
NC12CC3CC(CC(C3)C1)C2	/	-3
Cc1onc(-c2ccccc2)c1NC(=O)Nc1ccc(Oc2ncnc3cc(Cl)ccc23)nc1	/	3
O=C(C[C@H]1C(=O)N(Cc2ccccc2)C[C@@H]1Cc1ccccc1)Nc1ccccc1	44&48	-7&-4
CC(C)CN1C(=O)C(CC(=O)NC2CC2)Sc2ncccc21 (configuration not stated)	-2	-2
CN(C)C1CCCN(Cc2ccc(F)cc2)C1=O (configuration not stated)	-6	-5
COc1cccc(N2CC(=O)Nc3c(oc4nc(-c5ccccc5)cc(C)c34)C2=O)c1	/	-3
Cc1cc(NC(=O)c2noc3c2CCCCC3)n(-c2ccccc2)n1	-9	-1
Cn1c(/C=C/c2ccco2)nc2ccccc21	24	-1
Cc1cc(C(=O)NCCc2ccc(F)cc2)ccc1[N+](=O)[O-]	-2	-8
COc1ccc2oc(=Nc3ccc(C#N)cc3)c(C(=O)NC(C)=O)cc2c1	4	-2
CCCOc1ccccc1-c1nc(SCC(=O)O)n[nH]1	-7	-7
NNc1nc(-c2ccccc2)cc(-c2ccc(F)cc2)n1	29	-5
O=C(Nc1ccc2oc(-c3cccc(F)c3)nc2c1)c1ccc(Br)o1	6	-2
Cn1c(C2CCN(C(=O)Nc3ccccc3F)CC2)cc(=O)n2nccc12	-1	-1
COc1ccc(CNC(=O)C2CCN(c3nnc4cccc(C)n34)CC2)cc1	8	-7
CCc1cccc(C)c1NC(=O)c1cc(OC)c(OC)c(OC)c1Br	3	-1
NC(=O)CSc1nc2ccccc2n1CCOc1ccc(Cl)cc1	64*	2
CCc1ccccc1NC(=O)c1ccc(Cl)cc1	-10	0
CC1(C)CC(=O)C2=C(C1)Nc1ccccc1N(C(=O)Cc1ccc(Cl)cc1)C2c1cccnc1 (configuration not stated)	20	-4
O=C(CN1CCCCC1)N1CCCc2c1c(=O)oc1ccc(O)cc21	-10	2

New compounds follow.
SMILES	mHTT-CaM PPI inh	Pf apPOL inh
COc1ccc(S(=O)(=O)N(CC(=O)Nc2cc(C)ccc2OC)c2ccc(Cl)cc2)cc1	-5	-5
CC(CCc1ccc(O)cc1)NC1C2CC3CC(C2)CC1C3 (configuration not stated)	-9	-7
CN(CCc1ccncc1)C(=O)c1cc2cn(C3CCCC3)cc2s1	19	2
Cc1cc(CN2CCC(CNS(=O)(=O)CCc3ccccc3)CC2)c(C)o1	1	-2
Cc1cccc(CNC(=O)C2CCN(c3ccc(Br)cc3F)C2=O)c1 (configuration not stated)	-1	-1
COc1ccc(C(=O)COc2ccc3c(c2)OC(=Cc2ccc(OC)cc2OC)C3=O)cc1	5	-4
O=C(Nc1ccc(F)cc1)ON=c1oc2cc3c(cc2c2c1CCCC2)CCC1(CCCCC1)O3	-8	0
COC(=O)c1cnc(Sc2ccc(Cl)cc2)nc1C(F)(F)F	/	-11&-2
Cc1ccc(NC(=O)CCc2c(C)n[nH]c2C)cc1F	-7	-3
CC(C)(C)c1cc(O)c2c(c1)C1CC(C)(O2)N(c2cccc(C(=O)O)c2)C(=O)N1 (configuration not stated)	-7	6
COc1ccc(C2(CC#N)CCOC(C)(C)C2)cc1 (configuration not stated)	-12	9
O=C(c1ccccc1)c1cccc2c1NCC2	/	0
O=C(O)c1cn(-c2cccc(Br)c2)nn1	-10	2
Cc1cccc(N2C(=O)NC(=O)/C(=C\c3cn(CC(=O)N4CCOCC4)c4ccccc34)C2=O)c1	-2	-5
O=C(CN1CCN(c2ccccn2)CC1)Nc1ccc(F)c(F)c1	8	-8
CC(=O)NC1CCN(Cc2c(F)cccc2Cl)CC1CO (configuration not stated)	4	-11
CN1CCc2cc(C(CNC(=O)c3ccccc3Br)N3CCOCC3)ccc21 (configuration not stated)	38	-24
COc1cc(OC)cc(-c2nc3ccc(Br)cc3c(=O)o2)c1	3	-3
C#CCN1C=CC(=O)[C@@H](OC(=O)Nc2ccccc2Br)[C@H]1c1ccccc1Br	9	5
CCN(CC)C(=O)CSc1nc(O)c(Cc2ccccc2)c(=O)n1-c1ccc(OC)cc1	3	0
O=C(Cc1nc(-c2ccncc2)n[nH]1)NCCCN1CCOCC1	-8	1
O=C(Cc1ccc(Cl)cc1)Nc1ccc(Cl)cn1	-14	-8
CCOc1ccccc1C(=O)NC(CC)CC	-4	-5
Cc1nn(C(=O)c2cccnc2)c(-c2ccccc2)c1Sc1ccccc1	-6	-6
COc1ccccc1CC(=O)NCc1ccccn1	19	0
CC(=O)Nc1ccc(S(=O)(=O)N2CCN(CCOc3ccccc3)CC2)cc1	/	-26
CN1C(=O)CCc2cc(NS(=O)(=O)c3ccccc3Cl)ccc21	-6	-6
COc1ccc(Cl)cc1NC(=O)Nc1ccc(N2CCCCC2)cc1	/	-4&-9
CC1(C)C(C=C(Cl)Cl)C1C(=O)Nc1ccccc1C(=O)O (configuration not stated)	14	-6
COc1ccccc1NC(=O)C1CCN(c2ccncc2)CC1	-8	2
Cc1cc(S(=O)(=O)N2CCN(CCO)CC2)ccc1F	-6	-8
CN(C)c1ccc(C(O)C(C)(O)c2nc3ccccc3n2C)cc1 (configuration not stated)	-1	-4
CCc1cccc(CC)c1NS(=O)(=O)c1cc(Br)cc2c1N(C(C)=O)C(C)C2 (configuration not stated)	8	-3
COc1ccc(C2c3cc(OC)c(OC)cc3CCN2C(=O)C(C)C)cc1 (configuration not stated)	-4	1
Cc1ccsc1/C=C1\N=C(c2ccccc2F)OC1=O	14	1
COc1ccccc1C1CCN(C(=O)C2CCCCC2)CC1	/	-2
CCOc1ccc(NC(=O)C2CCN(c3cc(=O)n(C)c(=O)n3CC)CC2)cc1	61*	-2
COc1ccc(N2CCN(CC(O)COC3CC4CCC3(C)C4(C)C)CC2)cc1 (configuration not stated)	64*	-5
Cc1ccc(N2CCCN(Cc3ccccc3)C2=O)c(NC(=O)C2CC2)c1	25	-1
Cc1cc(N)ccc1NC(=O)c1ccco1	3	0
Cc1cc(C(=O)Nc2ncc(Cc3ccc(F)cc3)s2)c(C)o1	-5	-12
O=C(c1ccc(F)cc1F)N1CCC(N2CCN(Cc3cc(F)cc(F)c3)C2=O)CC1	26	-2
CCn1c(=O)c(C(=O)N2CCCC2)nc2cc(C)c(C)cc21	1	-2
CC(NC(=O)c1cc2c(=O)n3ccccc3nc2n(CCN2CCOCC2)c1=N)c1ccccc1 (configuration not stated)	9	-3

Part of the list above in order of SMILES length, ascending:
SMILES	mHTT-CaM PPI inh	Pf apPOL inh
Cc1cc(C(=O)Nc2ncc(Cc3ccc(F)cc3)s2)c(C)o1	-5	-12
Cc1ccc(N2CCCN(Cc3ccccc3)C2=O)c(NC(=O)C2CC2)c1	25	-1
COc1ccc(N2CCN(CC(O)COC3CC4CCC3(C)C4(C)C)CC2)cc1 (configuration not stated)	64*	-5
CC(NC(=O)c1cc2c(=O)n3ccccc3nc2n(CCN2CCOCC2)c1=N)c1ccccc1 (configuration not stated)	9	-3
